B2AR arrestin: qHTS assay of beta-arrestin-biased ligands of beta2-adrenergic receptor; AID 492947, 2010; beta-arrestin recruitment to beta2AR, cell-based reporter; Potency, µM (highest dose often 46.1 µM), inactives show top-dose activation, actives largely listed as activators; 0.02% of 330,000 active;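 also: potency is read from the fitted curve at half-maximal effect; 0% = DMSO controls and full agonism = EC100 isoproterenol or metaproterenol; nearly all actives have a fitted effect of over 65% in size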
Target sequence (P07550 whole entry, looked up): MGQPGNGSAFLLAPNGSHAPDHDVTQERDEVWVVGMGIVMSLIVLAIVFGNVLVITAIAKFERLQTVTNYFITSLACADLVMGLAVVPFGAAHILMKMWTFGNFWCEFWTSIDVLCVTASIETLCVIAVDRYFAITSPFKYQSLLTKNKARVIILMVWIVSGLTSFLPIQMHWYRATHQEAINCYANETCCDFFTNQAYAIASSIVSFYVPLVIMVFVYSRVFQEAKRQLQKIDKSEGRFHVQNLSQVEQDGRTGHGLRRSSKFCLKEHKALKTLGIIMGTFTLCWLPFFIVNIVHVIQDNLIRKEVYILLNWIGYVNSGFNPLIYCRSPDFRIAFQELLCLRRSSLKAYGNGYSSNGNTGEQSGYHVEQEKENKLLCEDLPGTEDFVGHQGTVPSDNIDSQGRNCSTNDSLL
ELG1 repair inh: qHTS screen for small molecules that inhibit ELG1-dependent DNA repair in human embryonic kidney (HEK293T) cells expressing luciferase-tagged ELG1 | AID 504467, 2011 | 2.3% of 330,000 active | HEK293T ELG1-luciferase reporter, luminescence, 16 h; DNA damage induced by 5-fluorouridine | Potency, µM (highest dose often 46.1 µM), inactives show at the highest dose activity change, negative = inhibition, usual class: inhibitors; also: potency is read from the fitted curve at half-maximal effect; % is scaled to controls: 0 for no effect and ±100 for the full control effect; nearly all actives have a fitted effect of over 55% in size
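In this reporter screen, reduction of luminescence relative to DMSO vehicle indicated activity. Compounds and 5-fluorouridine were added together to 2,000 cells per well, incubated for 16 hr at 37 °C, then developed with ONE-Glo.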
TSG101-PTAP inh: qHTS Assay for Iinhibitors of HIV-1 Budding by Blocking the Interaction of PTAP/TSG101; Tumor susceptibility gene 101 protein (Homo sapiens), Q99816; Fluorescence polarization, FITC-PTAP peptide / Tsg101 binding; Potency, µM (highest dose often 115 µM), for the others: at the highest dose activity change, negative = inhibition, actives largely listed as inhibitors; 340,000 tested, under 10 active; active = well fitted inhibition curve with a large enough effect in the main read-out, with a control signal flat, not every such curve was filed as active; inconclusive = small, poorly fitted or top-dose-only effect, or effect the other way, or a change in a side signal; inactive = no such curve, though single readings can be large or run the other way; also: potency is read from the fitted curve at half-maximal effect; % of control where 0% means no effect
Target sequence (Q99816 whole entry, looked up): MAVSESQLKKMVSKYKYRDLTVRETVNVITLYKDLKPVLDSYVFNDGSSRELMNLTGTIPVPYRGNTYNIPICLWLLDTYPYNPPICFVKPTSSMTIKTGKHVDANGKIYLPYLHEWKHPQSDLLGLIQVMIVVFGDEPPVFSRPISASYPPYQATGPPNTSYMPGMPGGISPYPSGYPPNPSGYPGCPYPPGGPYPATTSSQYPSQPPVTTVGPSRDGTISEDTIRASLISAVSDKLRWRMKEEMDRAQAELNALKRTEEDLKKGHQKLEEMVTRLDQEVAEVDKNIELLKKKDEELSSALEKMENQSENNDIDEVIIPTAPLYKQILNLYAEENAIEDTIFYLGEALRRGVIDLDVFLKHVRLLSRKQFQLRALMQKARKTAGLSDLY
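Tsg101 binding domain (10 uM final) was mixed with compound and a FITC-labeled PTAP peptide (50 nM final) in HEPES pH 7.5 buffer with NaCl, Tween 20, EDTA and TCEP; fluorescence polarization was read after 20 min at r.t.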
MLL CXXC-DNA inh: qHTS Fluorescence Polarization Assay for Inhibitors of MLL CXXC domain - DNA interaction. Histone-lysine N-methyltransferase 2A (Homo sapiens), Q03164. MLL-CXXC / FITC-HOXA9 DNA fluorescence polarization. Potency, µM (doses to about 115 µM), inactives show top-dose activity change, negative = inhibition, usual class: inhibitors. 0.037% of 290,000 active; active = well fitted inhibition curve with a large enough effect in the polarisation, with a control signal flat, not every such curve was filed as active; inconclusive = small, poorly fitted or top-dose-only effect, or effect the other way, or a change in a side signal; inactive = no such curve, though single readings can be large or run the other way; the % refers to the polarisation; also: potency is read from the fitted curve at half-maximal effect
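Steps: dispense CXXC domain solution (7 uM) → pin compounds or unlabeled HOX-A9 DNA control → 5 min ambient → add FLSN-HOX-A9 solution (50 nM) → spin → 30 min ambient → fluorescence polarization. Tris pH 7.5/NaCl/DTT/BSA buffer.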
a7 integrin act: qHTS for Activators of Integrin-Mediated Alleviation for Muscular Dystrophy. alpha7betagal myoblasts, beta-gal FDG fluorescence, 48 h. AID 624291, 2012. 0.064% of 350,000 active. Potency, µM (top dose mostly 38.3 µM), for the others: at the top dose activation, actives largely listed as activators;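 also: potency is read from the fitted curve at half-maximal effect; 100% = response of the positive control SU9516; nearly all actives have a fitted effect of over 60% in size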
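Alpha7betagal+/- myoblasts (passage 13) were plated 16-24 hr, then exposed to compounds (1:260 dilution of DMSO stock) for 48 hours at 37C. After MPER lysis, β-galactosidase reporter activity was read as FDG fluorescence (ex 480/em 540) after 30 minutes.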
TRPV1 ag: HTS Assay for Compounds that Act as Agonists of the Vanilloid Receptor 1; AID 540275, 2011; TRPV1-expressing cells, Fluo-8 calcium influx, agonist mode; activation, % at 8.33 µM; 0.19% of 320,000 active; in the data active = activation above about 80%; inconclusive = between about 30% and that limit; also: 0% is about no effect
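Fluo-8 calcium influx in TRPV1-expressing cells, kinetic read (ex 480/em 520 nm). Compound added and read 3 min for agonist activity, followed by capsaicin at EC20 final and 2 min further read for enhancement.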
AT treatment: qHTS Assay for Identifying a Potential Treatment of Ataxia-Telangiectasia; Potency, µM (highest dose often 57.5 µM), inactives show top-dose activation, actives largely listed as activators; 0.19% of 320,000 active; […] A-T fibroblasts, KAP-1 phosphorylation AlphaLISA; neocarzinostatin DNA damage 30 min before lysis; AID 485349, 2010; also: potency is read from the fitted curve at half-maximal effect; % of control where 0% means no effect; nearly all actives have a fitted effect of over 45% in size
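hTERT-immortalized A-T patient fibroblasts ([…]), 500 cells/well in OPTI-MEM, 1% FBS, got compounds for 60 min, then NCS for 30 min at 37C. Lysates were then assayed for phospho-KAP-1 by AlphaLISA (anti-pKAP1 donor, anti-KAP1 acceptor beads), 6 hr at 25C.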
p53 reactivation: qHTS assay for re-activators of p53 using a Luc reporter | H1299 p53-A138V BP100-luciferase reporter, luminescence, 24 h | Potency, µM (titrated, usually from 92.2 µM), for the others: at the highest dose activity change, positive = activation, most hits filed as activators | 0.063% of 320,000 active | AID 504706, 2011; also: potency is read from the fitted curve at half-maximal effect; % of control where 0% means no effect; nearly all actives have a fitted effect of over 45% in size
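H1299 (p53-null), stable ts p53-A138V + BP100-Luc; 1000 cells/well, Opti-MEM/10% FBS; cpd 4 pt, 1:5; 24 h, 37 deg C, 5% CO2; detection reagent 10 min RT; luminescence.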
TCR act: Activators of T cell receptors: qHTS campaign. primary human leukocytes, anti-CD3, IL-2 HTRF, 48 h. Potency, µM (doses to about 9.22 µM), for inactives: at the highest dose activation of IL-2 secretion, actives largely listed as activators. 330,000 tested, under 10 active. AID 504894, 2011; also: % of control where 0% means no effect
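IL-2 produced over 48 hr by a-CD3 bead-stimulated primary human leukocytes exposed to compounds was detected with a homogeneous time-resolved FRET immunoassay, 665nm acceptor signal after 320nm excitation.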
BRCA1 expr act: qHTS Assay to Identify Small Molecule Activators of BRCA1 Expression; MCF7-BRCA1-FFLuc reporter, luminescence, 48 h; response scale: scaled: vehicle 0%, 10 µM genistein 100%; Potency, µM (top dose mostly 46.1 µM), for inactives: at the top dose activation, most hits filed as activators; 1.1% of 380,000 active; AID 624202, 2012; also: potency is read from the fitted curve at half-maximal effect; nearly all actives have a fitted effect of over 80% in size; some results filed as inactive show a strong effect at the top dose
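Cells: MCF7-BRCA1-FFLuc, 2000/well. Exposure: 48 h, 37 °C, 5% CO2. Read: luminescence, 15 min post-substrate. Controls: genistein 10 microM (maximal activation), DMSO (neutral).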
An asterisk follows results filed as active; ? = inconclusive; / = no result given; [ ] = dose if it differs, or a comment. Unless noted, calls follow the shape of the dose curve; as a rule, active = well fitted curve in the direction sought with a large enough effect; inconclusive = small, poorly fitted or top-dose-only effect, or another doubt; inactive = no such curve, though single readings can be large; an effect the other way counts as inactive or inconclusive.

1) Cc1nc2ccccc2n1C1CCN(CC(=O)NCc2ccc(F)cc2)CC1
2) O=C(Nc1nc2ccccc2[nH]1)C1CCCC1
3) COc1ccc(-c2cc(=O)[nH]c(=S)[nH]2)cc1
4) COC(=O)c1ccccc1CC1Cc2cc3c(cc2C1=O)CCC3 (centres undefined)
5) O=C(N/N=C\c1ccccc1)c1ccccc1-n1cccc1
6) COC1OC(COC(=O)c2ccccc2)C(OC(=O)c2ccccc2)C1OC(=O)c1ccccc1 (centres undefined)

entry no.,1,2,3,4,5,6
B2AR arrestin,0.1%,0.1%,-0.1%,/,-0.1%,0.3%
ELG1 repair inh,?,?,2%,/,2%,?
TSG101-PTAP inh,-5%,1%,1%,-5%,1%,-4%
MLL CXXC-DNA inh,-10%,13%,1%,/,9%,1%
a7 integrin act,-18%,-29%,5%,-19%,-2%,-18%
TRPV1 ag,-4,2,2,/,-2,10
AT treatment,-1%,28%,2%,/,-2%,17%
p53 reactivation,-5%,-4%,14%,/,2%,2%
TCR act,/,-4%,0%,-1%,-1%,0%
BRCA1 expr act,-34%,?,4%,40%,-31%,-19%

7) CCOC(=O)N1CCN(C(=O)C2CCN(S(=O)(=O)N3CCCC3)CC2)CC1
8) OCCCNc1nnc(-c2ccccc2)c2ccccc12
9) C[C@H]1CN([C@@H](C)CO)C(=O)Cc2cc(NS(=O)(=O)c3cccs3)ccc2O[C@H]1CN(C)S(=O)(=O)c1cn(C)cn1
10) CC1Cc2ccccc2N1C(=O)CN1CCc2ccccc2C1 (centres undefined)
11) COc1ccc(N(C)S(=O)(=O)c2cccc(C(=O)NCC3CCCO3)c2)cc1 (centres undefined)
12) COc1ccc(NC(=O)CCNC(=O)c2ccco2)cc1OC

entry no.,7,8,9,10,11,12
B2AR arrestin,-0.1%,0.7%,0.4%,-0.2%,7.0%,-0.2%
ELG1 repair inh,15%,-11%,?,-9%,?,14%
TSG101-PTAP inh,-1%,-6%,-4%,1%,-6%,-5%
MLL CXXC-DNA inh,3%,-5%,/,-1%,0%,4%
a7 integrin act,-17%,0%,19%,-16%,7%,0%
TRPV1 ag,-3,-1,/,15,4,1
AT treatment,0%,-2%,-9%,-2%,1%,1%
p53 reactivation,1%,-1%,7%,0%,-1%,8%
TCR act,5%,-3%,0%,-7%,3%,4%
BRCA1 expr act,-5%,-4%,11%,-11%,-23%,-3%

13) O=C(CNC(=O)c1ccccc1)NCC1COc2ccccc2O1 (centres undefined)
14) Cc1ccc(C(=O)CSc2nc(C)cc(SCc3nnc(-c4ccccc4)o3)n2)cc1
15) O=C(CSc1nnc(-c2cccnc2)n1Cc1ccco1)c1ccc(Cl)c(Cl)c1
16) Cc1ccc(S(=O)(=O)c2cn(CC(=O)Nc3ccccc3)c3ccc(F)cc3c2=O)cc1
17) CCn1c(CNc2ccc(F)cc2)nnc1SCC(=O)Nc1ccc(OC)cc1OC
18) COCCN(CC(=O)Nc1cccc(C)c1C)C(=O)C1(c2ccc(Cl)cc2)CCC1

entry no.,13,14,15,16,17,18
B2AR arrestin,-0.1%,0.0%,-0.3%,0.4%,-0.6%,0.2%
ELG1 repair inh,0%,-3%,-9%,?,-19%,?
TSG101-PTAP inh,-5%,-7%,-2%,-6%,-5%,-2%
MLL CXXC-DNA inh,23%,11%,15%,34%[activator],6%,/
a7 integrin act,?,-11%,-22%,0%,10%,4%
TRPV1 ag,-2,5,1,2,5,/
AT treatment,-2%,-1%,?,31%,4%,4%
p53 reactivation,-5%,1%,-3%,?,?,-1%
TCR act,3%,3%,2%,-4%,12%,7%
BRCA1 expr act,-4%,-20%,-32%,0%,-13%,-49%

19) O=C(Nc1ccc(N2CCOCC2)nc1)c1ccc(C(F)(F)F)cc1
20) CC(CC(=O)O)CC(=O)Nc1cc([N+](=O)[O-])ccc1O (centres undefined)
21) N/C(=N\OC(=O)/C=C/c1ccccc1Cl)c1ccccn1
22) Cn1c(=O)c2c(nc(CN3CCOCC3)n2Cc2ccccc2)n(C)c1=O
23) COc1ccc(N(CC(=O)NCc2ccco2)C(=O)CNS(=O)(=O)c2ccc(Cl)cc2)cc1
24) Cc1cccc(C)c1N1CCN(S(=O)(=O)N(C)C)CC1

entry no.,19,20,21,22,23,24
B2AR arrestin,-1.0%,-0.2%,-0.2%,/,0.3%,-0.5%
ELG1 repair inh,?,22%,?,/,0%,-12%
TSG101-PTAP inh,-1%,-1%,-11%,-8%,1%,2%
MLL CXXC-DNA inh,2%,3%,-3%,/,-3%,10%
a7 integrin act,0%,2%,-24%,9%,28%,-44%
TRPV1 ag,3,1,12,/,5,4
AT treatment,0%,-2%,4%,/,1%,5%
p53 reactivation,-2%,1%,26%,/,-2%,-4%
TCR act,0%,-6%,-38%,-9%,1%,4%
BRCA1 expr act,-41%,-4%,-18%,-15%,-15%,1%

25) CCN(C(=S)Nc1cccnc1)c1cccc2ccccc12
26) Cc1ccc(CSCC(=O)N(C)CC(=O)Nc2c(Cl)cccc2Cl)cc1
27) COc1cc(/C=C2/C(=N)N3C=CSC3=NC2=O)ccc1OCCCOc1ccccc1C
28) CCC1(CC)C(=O)C2=C3C1[C@H](C(=O)OC)C=C(C(=O)OC)C[C@H]3[C@H]1C(=O)NC(=O)[C@H]1[C@H]2C (some centres undefined)
29) CCc1cccc(C)c1NC(=O)CSc1nnc(-c2ccco2)n1N
30) CCCCOc1ccc(N2C(N)=NC(N)=NC23CCCCC3)cc1

entry no.,25,26,27,28,29,30
B2AR arrestin,-0.1%,0.0%,0.4%,/,-0.2%,0.1%
ELG1 repair inh,-19%,?,?,/,-15%,-17%
TSG101-PTAP inh,-1%,-4%,-5%,0%,-3%,-4%
MLL CXXC-DNA inh,20%,/,-16%,/,-3%,24%
a7 integrin act,-22%,17%,24%,-8%,20%,-22%
TRPV1 ag,-2,23,-2,/,-6,2
AT treatment,4%,2%,-4%,/,/,1%
p53 reactivation,4%,1%,13%,/,-26%,/
TCR act,-6%,1%,0%,-2%,-3%,-9%
BRCA1 expr act,-47%,-10%,?,12%,-2%,-54%

31) COC(=O)CN1C(=O)N/C(=C/c2ccc(C)o2)C1=O
32) NC(=O)CCn1cnc2ccccc21
33) CCc1ccc(-c2nc(CSCC(=O)N3CCN(c4ncccn4)CC3)c(C)o2)cc1
34) CN(CC(=O)Nc1ccc(N2CCOCC2)cc1)CC(=O)Nc1ccc([N+](=O)[O-])cc1Br
35) COc1ccc(NC(=O)c2[nH]ncc2[N+](=O)[O-])cc1
36) CCOc1ccc(NC(=O)CNC(=O)c2nn(-c3ccc(OC)c(OC)c3)c(=O)c3ccccc23)cc1
37) COc1ccc(CCC(=O)NCc2cnn(C)c2)cc1
38) O=C(NNC(=S)NC(=O)C12CC3CC(CC(C3)C1)C2)c1ccncc1

entry no.,31,32,33,34,35,36,37,38
B2AR arrestin,-0.1%,-0.7%,0.3%,-1.4%,0.3%,0.1%,-0.1%,-0.3%
ELG1 repair inh,?,0%,15µM*,-10%,28%,-18%,2%,2%
TSG101-PTAP inh,1%,0%,-5%,-1%,-2%,-6%,-6%,-3%
MLL CXXC-DNA inh,37%[activator],5%,1%,1%,-11%,-6%,-3%,3%
a7 integrin act,-11%,-7%,23%,-29%,-9%,5%,20%[7.66 µM],-17%
TRPV1 ag,0,/,/,-2,-2,-2,-13,?
AT treatment,2%,1%,31%,-3%,3%,3%,0%,-6%
p53 reactivation,12%,1%,-10%,-1%,?,-4%,14%,2%
TCR act,0%,4%,-9%,/,2%,23%,-16%,-13%
BRCA1 expr act,-27%,-4%,-25%,19%,43%,0%,12%,-72%

A second format for part of the listing above.
37	COc1ccc(CCC(=O)NCc2cnn(C)c2)cc1
  B2AR arrestin = -0.1% | ELG1 repair inh = 2% | TSG101-PTAP inh = -6% | MLL CXXC-DNA inh = -3% | a7 integrin act = 20%[7.66 µM] | TRPV1 ag = -13 | AT treatment = 0% | p53 reactivation = 14% | TCR act = -16% | BRCA1 expr act = 12%
38	O=C(NNC(=S)NC(=O)C12CC3CC(CC(C3)C1)C2)c1ccncc1
  B2AR arrestin = -0.3% | ELG1 repair inh = 2% | TSG101-PTAP inh = -3% | MLL CXXC-DNA inh = 3% | a7 integrin act = -17% | TRPV1 ag = ? | AT treatment = -6% | p53 reactivation = 2% | TCR act = -13% | BRCA1 expr act = -72%

Screening results as filed in PubChem BioAssay.
